# Assay outcomes deposited in PubChem by Broad Institute.
# RAD52 inh: RAD52 (human) annealing inhibition; P43351; recombinant RAD52 DNA annealing, FRET fluorescence; inhibition, % at 18.7 µM; hit rate 0.46% among 360,000; AID 651710;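 active = every replicate showing at least 50% inhibition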
# PglD inh: PglD (C. jejuni) enzyme inhibition; hit rate 0.098% among 360,000; purified PglD enzyme, DTNB colorimetric CoA detection; AID 602405; inhibition, % at 12.5 µM; in the data active = inhibition above about 16%, passing the limit was not always enough; also: strong numbers were not always called active
# esBAF inh: inhibitors of esBAF chromatin remodeling in mouse ES cells | reporter increase, % at 12.5 µM | AID 602393 | Bmi1-luciferase knock-in reporter, 24 h; 100% = twice the neutral-well signal | hit rate 2% among 350,000; in the data active = activation above about 40%;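 also: 0% = median of the plate's neutral control wells and 100% = double that signal; a rise in the Bmi1 reporter signal indicates esBAF inhibition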
# RAD54 branch: blocks human RAD54 Holliday junction branch migration; Q92698; hit rate 0.14% among 360,000; inhibition, % at 10.4 µM; FAM/BHQ fluorescence;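 active = mean normalized replicate activity at least 40 and at least half of replicates scoring 40 or more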;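 also: 0% = median of neutral control wells and 100% = median of positive control wells; inhibitors cause a drop in the FAM fluorescence signal; in these data hits start at about 50%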
# E-sel inducer: induces E-selectin expression in human endothelial cells; HUVEC E-selectin immunofluorescence imaging; normalized: neutral wells 0, TNF-alpha wells 100; activation, % at 7.58 µM; hit rate 0.37% among 260,000; AID 686992;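 active = mean E-selectin-positive cell signal at least 10% of the positive control, reached in at least 60% of replicates, without over 20% cell loss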;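 also: in these data hits start at about 27%; measured in HUVEC primary endothelial cells; signal is the percent of cells scored E-selectin positive by PE staining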
#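 System: HUVEC / Compound: single concentration / Signal: immunofluorescence imaging / Read-out: percent E-selectin-positive cells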
# CASP6 VEID inh: blocks human caspase-6 cleavage activity. P55212. purified caspase-6, Z-VEID-R110 cleavage fluorescence. inhibition, % at 12.5 µM. hit rate 0.53% among 350,000. AID 686996;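 active = mean inhibition across replicates at least about 35%, with every replicate also reaching that limit, limit read from the data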;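 also: 0% = median of neutral control wells and 100% = no fluorescence left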
# Target sequence (P55212 24-179 limits assumed): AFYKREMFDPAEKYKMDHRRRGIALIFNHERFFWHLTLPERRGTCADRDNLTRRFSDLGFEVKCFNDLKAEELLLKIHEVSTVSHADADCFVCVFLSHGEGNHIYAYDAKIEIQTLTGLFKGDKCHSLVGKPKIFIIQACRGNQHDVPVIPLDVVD
# Target sequence (P55212 194-293 limits assumed): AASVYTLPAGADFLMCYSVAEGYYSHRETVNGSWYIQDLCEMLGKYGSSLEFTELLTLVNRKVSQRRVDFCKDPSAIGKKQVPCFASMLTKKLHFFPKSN
# ARNT TACC3 PPI: ARNT/TACC3 interaction disruption. hit rate 0.66% among 390,000. AlphaScreen His-ARNT PAS-B/GST-TACC3 binding, luminescence; TACC3 fragment carries E629A point mutation. inhibition, % at 9.99 µM;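 active = mean inhibition of replicates at least 50% and at least half of replicates each reaching 50%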;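 also: 0% = complete ARNT plus TACC3 wells and 100% = ARNT alone without TACC3; many hits fall short of the cut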
# ERp5 inh: ERp5 (human) disulfide isomerase inhibition. ERp5 insulin aggregation, absorbance 650 nm, 90 min. inhibition, % at 9.99 µM. hit rate 0.05% among 350,000. AID 651711;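 active = mean replicate inhibition above about 25%, with every replicate also reaching it, limit read from the data, passing the limit was not always enough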
# Target sequence (Q15084 whole entry, looked up): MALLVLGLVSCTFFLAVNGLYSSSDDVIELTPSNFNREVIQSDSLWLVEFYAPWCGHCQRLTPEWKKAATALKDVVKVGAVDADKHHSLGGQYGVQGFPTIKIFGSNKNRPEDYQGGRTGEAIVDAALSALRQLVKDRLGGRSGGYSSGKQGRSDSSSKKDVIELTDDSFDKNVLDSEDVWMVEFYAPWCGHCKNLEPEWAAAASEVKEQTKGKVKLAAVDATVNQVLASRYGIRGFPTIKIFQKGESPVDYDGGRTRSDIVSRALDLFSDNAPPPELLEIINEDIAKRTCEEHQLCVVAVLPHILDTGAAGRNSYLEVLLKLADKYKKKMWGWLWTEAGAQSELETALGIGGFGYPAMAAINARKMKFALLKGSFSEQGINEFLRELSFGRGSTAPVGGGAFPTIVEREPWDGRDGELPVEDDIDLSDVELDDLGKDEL
# The depositor's hits bear a star; . = not tested or not shown; & = joins results of further samples. Not a hit list (roughly 3.2% active in at least one column).
SMILES	esBAF inh	RAD52 inh	PglD inh	CASP6 VEID inh	E-sel inducer	ERp5 inh	RAD54 branch	ARNT TACC3 PPI
CN(C)C(=O)[C@@H]1[C@@H](CO)[C@@H]2Cn3c(ccc(-c4ccccc4F)c3=O)[C@H]1N2C(=O)c1ccccc1	0	-3	1	0	-0.2	3	0	5
COc1ccc(N(CC(=O)N2CCN(c3ccccc3)CC2)S(=O)(=O)c2ccccc2)cc1	1	2	4	-2	.	-1	-5	.
Cc1ccc2c(c1)C(O)(CC(=O)/C=C/C=C/c1ccccc1)C(=O)N2 (stereo unspecified)	9	.	-1	.	-0.2	.	-11	-5
Cc1nn(CC(=O)N(C)C2CCC(C)CC2)c(C)c1S(=O)(=O)N(C)C (stereo unspecified)	5	-6	-2	-3	0.9	-4	-7	-5
O=C(COc1cccnc1[N+](=O)[O-])NCCc1ccc(F)cc1	.	-29	3	0	7.0	1	-11	0
O=C(c1cc2ccccc2oc1=O)N(Cc1cccc(Br)c1)C1CCS(=O)(=O)C1 (stereo unspecified)	24	-22	-1	2	0.2	4	-5	0
Cc1ccc([C@H]2C[C@H](O)[C@@H](n3cc(C4CC4)nn3)CN2C(=O)c2cccs2)cc1	0	-4	.	-1	0.0	5	.	.
COc1ccccc1OCC(=O)NC1CCCCCCC1	16	-1	6	-1	.	-7	-1	-5
O=C(CCN1CCN(c2ccccc2)CC1)Nc1ccc(Cl)cc1	-5	.	4	.	.	.	-3	-1
O=C(NCCc1ccccc1)c1ccccc1NC(=O)C1CCCO1 (stereo unspecified)	.	-7	.	-3	.	3	.	10
O=C1CSc2ccc(C(=O)N3CCCCC3)cc2N1	1	-5	-3	-5	.	18	6	.
Cc1noc(C)c1C(=O)Nc1ccc(-c2nnc3n2CCCCC3)cc1	-10	1	2	1	.	11	7	-6

# Part of the list above in a different format:
Cc1nn(CC(=O)N(C)C2CCC(C)CC2)c(C)c1S(=O)(=O)N(C)C (stereo unspecified)
- esBAF inh: 5
- RAD52 inh: -6
- PglD inh: -2
- CASP6 VEID inh: -3
- E-sel inducer: 0.9
- ERp5 inh: -4
- RAD54 branch: -7
- ARNT TACC3 PPI: -5

O=C(COc1cccnc1[N+](=O)[O-])NCCc1ccc(F)cc1
- esBAF inh: .
- RAD52 inh: -29
- PglD inh: 3
- CASP6 VEID inh: 0
- E-sel inducer: 7.0
- ERp5 inh: 1
- RAD54 branch: -11
- ARNT TACC3 PPI: 0

# The results go on:
SMILES	esBAF inh	RAD52 inh	PglD inh	CASP6 VEID inh	E-sel inducer	ERp5 inh	RAD54 branch	ARNT TACC3 PPI
Cc1cc(N2CCOCC2)nc2ccc(NC(=O)CCC(=O)N3CCN(c4ccccc4)CC3)cc12	53*	-14	-4	7	.	1	-6	3
C[C@H]1CN([C@@H](C)CO)C(=O)c2cc(/C=C/c3ccccc3)cnc2O[C@H]1CN(C)C	7	5	-2	-2	0.5	8	2	-4
O=C(NCc1ccc(F)cc1)C(=O)NCC1OCCN1S(=O)(=O)c1cc(F)ccc1F (stereo unspecified)	0	-67	4	1	-0.1	4	8	.
C[C@H]1CN([C@@H](C)CO)C(=O)c2cc(Br)cnc2O[C@@H]1CN(C)S(=O)(=O)c1ccccc1	4&-1	-8&11	1&4	1&-4	0.5	-3&-1	-3&0	-12
COc1cccc(-c2ccc([C@H]3[C@H]4CN(C(=O)NC(C)C)CCCCN4[C@H]3CO)cc2)c1	.	-15	3	0	0.1	-3	-9	18
O=C(N/N=C/C(Cl)=C/c1ccc([N+](=O)[O-])cc1)C(=O)Nc1ccccc1C(=O)O	-7	-12	-1	-2	-0.6	3	-2	-1
CC(=O)Nc1ccc(S(=O)(=O)N(C)CC(=O)OCCOc2cccc(C)c2)cc1	-3	-1	1	-70	-1.1	2	-1	-25
O=C(CCOc1ccccc1)Nc1ccccc1F	19	.	-8	.	.	.	-2	2
Cc1ccc2nc(NC(=O)CCn3cccc3)sc2c1	.	-22	.	-5	0.1	11	.	9
COc1ccccc1C(=O)Nc1cccc(C(=O)c2ccccc2)c1	16	-15	4	0	.	3	-2	-3
O=C(C[C@H]1CC[C@@H]2[C@H](COC[C@@H](O)CN2CCC(F)(F)F)O1)NCC1CCCCC1	3	-8	1	-1	0.0	2	6	-8
Cc1nn(Cc2ccccc2Cl)c(C)c1C(=O)NCC(c1cccs1)N1CCOCC1 (stereo unspecified)	4	-9	-3	-1	0.2	2	-2	0

# Molecules above containing a thiophene ring, fused or not, in the order listed:
SMILES	esBAF inh	RAD52 inh	PglD inh	CASP6 VEID inh	E-sel inducer	ERp5 inh	RAD54 branch	ARNT TACC3 PPI
Cc1ccc([C@H]2C[C@H](O)[C@@H](n3cc(C4CC4)nn3)CN2C(=O)c2cccs2)cc1	0	-4	.	-1	0.0	5	.	.
Cc1nn(Cc2ccccc2Cl)c(C)c1C(=O)NCC(c1cccs1)N1CCOCC1 (stereo unspecified)	4	-9	-3	-1	0.2	2	-2	0

# Other structures:
SMILES	esBAF inh	RAD52 inh	PglD inh	CASP6 VEID inh	E-sel inducer	ERp5 inh	RAD54 branch	ARNT TACC3 PPI
CCC(=O)N[C@@H]1C=C[C@@H](CC(=O)OC)O[C@@H]1CO	4	-7	7	8	-0.4	6	0	-3
O=C(Nc1ccccn1)C1CCN(S(=O)(=O)c2cccs2)CC1	-8	3	2	-2	.	-3	5	-3
C[C@H](CO)N1C[C@H](C)[C@@H](CN(C)Cc2ccc(C(=O)Nc3ccccc3N)cc2)Oc2ccc(NS(=O)(=O)c3ccccc3)cc2CC1=O	-12	21	1	1	0.0	-4	-11	5
O=C(Oc1ccc(/C=N/NC(=O)c2ccccn2)cc1)c1cccc(Br)c1	11	-9	3	-3	-0.1	-17	0	-3
CC(=O)c1coc2ccc(OCCN3CCCCC3)cc12	-3	-29	2	-6	.	1	10	-1
CC(C)NC(=O)C(=O)NCCCN1CCOCC1	-1	-20	.	-1	.	8	.	-2
Cc1ccc(C(=O)/C=C/c2cc(Br)cc(Br)c2O)o1	4	-12	-2	4	-0.3	1	-11	-8
Cc1ccccc1S(=O)(=O)N1C[C@@H](O)COC[C@H]2O[C@H](CC(=O)NCCc3ccccc3)CC[C@@H]21	2	72*	0	-53	0.0	-2	-23	8
COc1ccc(N2Cc3ccccc3C2=NC(=O)c2cncc(Br)c2)cc1	.	-12	.	-2	0.1	-8	.	0
Cc1c(NC(=O)CCC(=O)N2CCOCC2)c(=O)n(-c2ccccc2)n1C	-8	.	1	.	.	.	-5	-4
CCOc1ccc(NC(=O)CN(C)C(=O)CSCc2cccc(C)c2)cc1OCC	.	-9	1	1	.	2	6	-6
CCC(=NCCc1ccccc1)C1=C(O)CCC1=O	3	.	-5	.	.	.	-10	-2
COc1ccc(OCCNC(=O)c2ccccc2OCC(=O)N2CCCCC2)cc1	6	.	4	.	.	.	2	-4
CSCCC(C(=O)Nc1c(C)cccc1C)N1CCN(c2ccc(F)cc2)CC1 (stereo unspecified)	-4	-18	-3	-1	0.4	-1	-16	.
O=C(NCCCc1ccccc1)c1c(O)nc2sccn2c1=O	5	0	-3	19	1.8	14	-12	-3
C/C=C/c1ccc2c(c1)O[C@H](CN(C)C(=O)Nc1cccc(F)c1)[C@H](C)CN([C@@H](C)CO)S2(=O)=O	1	22	7	0	0.1	1	7	-1
CC(=O)c1ccc(S(=O)(=O)N2CCN(CC#N)CC2)cc1	-3	-1	.	0	.	5	.	-1
Cc1ccnn1-c1ccc(C(=O)N2CCCN(S(=O)(=O)c3ccc(F)cc3)CC2)cc1	-3	-11	3	6	.	-2	-1	-12
NS(=O)(=O)c1ccc(NC(=O)Cn2nc(C(=O)O)c3ccccc3c2=O)cc1	-12	-4	-3	-1	.	2	-5	-4
CN(C)c1ccc(C(=O)NCC(c2cccs2)N2CCOCC2)cc1[N+](=O)[O-] (stereo unspecified)	-3	10	4	-127	.	5	2	5
O=S(=O)(NCc1cccnc1)c1cccc2nsnc12	-1	.	4	.	.	.	-7	-10
COC(=O)c1cc(O)cc(OC)c1C(=O)c1c(O)cc(C)cc1O	-7	-12	-1	21	.	1	9	-11
Cc1nn(C)c(Cl)c1C(=O)NCC(=O)NCc1ccccc1	0	0	-5	-3	-0.2	5	-4	3
CCC(Sc1nc(=O)cc(N)n1CCc1ccccc1)C(=O)Nc1ccccc1C#N (stereo unspecified)	3	.	-3	.	.	.	-1	6
Cc1cccnc1NC(=O)c1cccc(S(=O)(=O)N2CCN(c3ccccc3)CC2)c1	.	-8	.	2	0.4	5	.	-1
CC1CCN(S(=O)(=O)c2cccc(C(=O)Nc3ccccn3)c2)CC1	6	.	1	.	.	.	0	-1
CC1(C)CC(=O)C=C(NCc2ccccc2)C1	-4	-12	1	-4	.	-3	-5	-2
CC1(C(=O)NCc2ccccc2)Cc2c(-c3ccccc3)ccnc2O1 (stereo unspecified)	-20	-7	-4	1	2.4	9	2	.
CC1C(=O)O[C@@H]2C[C@@H](C)[C@@H]3CCC(=O)[C@@]3(C)[C@@H](O)[C@H]12 (stereo partly specified)	-5	5	2	2	-0.1	1	0	-3
O=C(CCN1C(=O)S/C(=C/c2ccccc2)C1=O)Nc1ccc(C(=O)O)c(O)c1	1	-12	6	8	.	0	3	1
O=C(CSc1nc2ccccc2o1)Nc1ccccc1	15	.	-3	.	.	.	6	5
O=C(CCOc1ccccc1)Nc1ccnn1C1CCN(Cc2ccc(F)cc2)CC1	0	-5	5	1	-1.7	0	1	-4
CC(C)Cn1c(=O)c(C(=O)Nc2cnccn2)c(O)c2ccccc21	-3	.	1	.	.	.	-5	21
COCCn1nnnc1C(c1cccc(OC)c1OC)N1CCN(C(=O)c2ccco2)CC1 (stereo unspecified)	-7	0	4	-4	0.1	1	-4	-6
CCCNC(=O)N(C)C[C@@H]1Oc2cc(-c3ccccc3)ccc2S(=O)(=O)N([C@H](C)CO)C[C@H]1C	0	8	4	1	-0.1	1	6	8
CC(=O)c1ccc(NC(=O)C2CCCN2S(=O)(=O)c2cccc3cccnc23)cc1 (stereo unspecified)	1	-22	-3	-1	.	-3	-4	7
COc1ccc(CC(=O)NCC(=O)Nc2ccccc2Br)cc1	0	-6	-3	-1	-0.1	1	-2	11
CS/C(=C(/C#N)S(=O)(=O)c1ccc(Cl)cc1)N1CCOCC1	.	-22	8	5	1.5	3	-2	5
NS(=O)(=O)c1cc(C(=O)OCC(=O)NC2CC2)ccc1Cl	-4	.	8	.	.	.	-3	-3
O=C(Nc1cccc2ncccc12)c1cccc(F)c1	-9	-10	10	3	.	-8	1	-71
COCC(=O)N1CC2(C1)CN(Cc1ccccc1Cl)[C@H](CO)c1c2c2ccc(OC)cc2n1C	.	-18	.	-2	1.1	2	.	.
Cc1noc(C)c1NC(=O)Nc1ccc2c(c1)C(=O)N([C@@H](C)CO)C[C@H](C)[C@@H](CN(C)C(=O)c1ccccc1)OCCCC[C@@H](C)O2	3	10	0	0	-0.3	-2	-11	-7
CCOc1ccc(-c2nc3scc(-c4cccs4)c3c(=O)[nH]2)cc1	.	-16	.	2	6.8	1	.	-13
Cc1cc(C(=O)c2cnc(/N=C/N(C)C)s2)c(F)cc1Cl	.	-19	.	1	-3.1	1	.	-13
CCCCNC(=O)C[C@@H]1C[C@@]2(C(=O)OCC)CCCC=C2N(Cc2ccco2)C1=O	.	-19	.	1	-0.1	-1	.	.
Cc1cc(C(=O)CSc2nnnn2C)c(C)n1C1CC1	.	5	.	5	.	2	.	-22
CC(C)Sc1nc(N2CCOCC2)c2c3c(sc2n1)COC(C)(C)C3	8	.	-3	.	.	.	-6	-4
Cn1c(SCc2ccccc2)nnc1-c1cccs1	59*	.	5	.	.	.	-7	-5
COC(=O)[C@@]12C[C@@H](CC(=O)NCc3cccc4ccccc34)C(=O)N(Cc3ccco3)C1=CCC(C)(C)C2	.	-18	.	-2	2.2	1	.	.
CCN(C#N)c1nc(NC(C)C)nc(NC(C)C)n1	-1	-12	2	2	.	-3	-2	2
Cc1ccnc(NC(=O)c2cccc(OC(F)F)c2)n1	26	-13	-26	-3	0.1	-1	-3	-2
CCOC(=O)N1CCN(C(=O)CSc2nc(C)nc3c2c(=O)n(C)c(=O)n3C)CC1	.	-16	.	-5	.	-4	.	-8
